# Ecoli viability – E. coli V3065 growth inhibition, primary screen, counter-screen for AddAB inhibitor project, absorbance, OD600 | 18 h | 330,000 compounds, 0.27% hits | AID 449728, 2010 | inhibition, % at 11.9 µM;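 active = inhibition above the campaign's mean inhibition across all tested compounds plus 3 SD, cut at about 9.9% in these data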;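 also: uninfected addAB+ strain grown without phage in ampicillin broth; 0% = DMSO wells and 100% = ciprofloxacin 0.95 µg/ml wells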
# MOR-DOR ag – agonists of OPRM1-OPRD1 heterodimerization, primary screen, cell-based, luminescence; AID 504326, 2011; Mu-type opioid receptor (Homo sapiens) + Delta-type opioid receptor (Homo sapiens), …; cells; 340,000 compounds, 0.3% hits; activation, % at 9.3 µM; in the data active = activation above about 18%;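 also: 0% = vehicle-treated cells and 100% = reference agonist; values of inactives mirror those of a sister screen read the other way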
# Target sequence (P35372 whole entry, looked up): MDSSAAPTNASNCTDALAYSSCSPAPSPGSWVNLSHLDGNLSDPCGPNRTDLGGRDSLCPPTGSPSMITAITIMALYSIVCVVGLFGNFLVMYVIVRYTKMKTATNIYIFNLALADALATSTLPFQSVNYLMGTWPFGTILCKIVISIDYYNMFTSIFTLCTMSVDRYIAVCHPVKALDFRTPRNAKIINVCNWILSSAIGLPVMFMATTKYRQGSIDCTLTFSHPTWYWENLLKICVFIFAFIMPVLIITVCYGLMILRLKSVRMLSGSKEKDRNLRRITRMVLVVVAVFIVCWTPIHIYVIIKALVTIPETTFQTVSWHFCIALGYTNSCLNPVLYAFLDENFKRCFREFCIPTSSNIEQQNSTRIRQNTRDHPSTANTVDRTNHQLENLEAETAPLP
# Target sequence (P41143 whole entry, looked up): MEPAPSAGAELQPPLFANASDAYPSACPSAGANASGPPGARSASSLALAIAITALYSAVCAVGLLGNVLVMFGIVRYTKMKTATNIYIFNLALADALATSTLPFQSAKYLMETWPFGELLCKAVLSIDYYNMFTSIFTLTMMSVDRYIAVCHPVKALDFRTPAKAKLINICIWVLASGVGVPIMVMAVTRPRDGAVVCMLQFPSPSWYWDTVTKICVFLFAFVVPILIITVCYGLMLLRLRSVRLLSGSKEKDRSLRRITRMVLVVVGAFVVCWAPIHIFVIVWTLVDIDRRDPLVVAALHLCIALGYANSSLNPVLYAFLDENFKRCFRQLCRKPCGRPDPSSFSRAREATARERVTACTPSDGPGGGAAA
# PfHsp90 yeast 2 – growth inhibition of PfHsp90-expressing yeast, primary screen, antimalarial PfHsp90 inhibitor project, S. cerevisiae, BacTiter-Glo luminescence, single point, set 2. BacTiter-Glo ATP, 48 h; yeast lacking PDR1 and PDR3 efflux regulators. inhibition, % at 9.4 µM. 310,000 compounds, 0.32% hits. AID 504621, 2011;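 active = every replicate shows inhibition above about 80%, whatever the replicate mean, limit read from the data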;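 also: 0% = DMSO neutral controls and 100% = 20 µM radicicol positive controls; yeast relying on Plasmodium falciparum Hsp90 in place of its own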
# HTR5A ag – HTR5A agonists in luminescence cell assay, primary screen, counter-screen for OPRM1-OPRD1 heterodimer agonist project, full-deck HTS | cell-based | activation, % at 9.3 µM | 340,000 compounds, 0.61% hits | AID 504692, 2011; in the data active = activation mostly above about 9.5%, no sharp cut-off; inactive = mostly below about 7.6%;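 also: 0% = cells with vehicle only and 100% = reference agonist; strong numbers were not always called active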
# MOR-DOR inv ag – inverse agonists of MOR-DOR heterodimerization, primary screen, cell-based, luminescence; cell-based MOR-DOR heterodimer luminescence, inverse agonism; inhibition, % at 9.3 µM; 340,000 compounds, 0.21% hits; AID 504357, 2011; in the data active = inhibition above about 22%, passing the limit was not always enough;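 also: 0% = cells with DMSO and 100% = wells without cells with DMSO; values of inactives mirror those of a sister screen read the other way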
# Mot1-301 SUMO – yeast Mot1-301 growth rescue at high temperature, primary screen, SUMOylation pathway inhibitor project, S. cerevisiae, ATP luminescence, 38.5C; S. cerevisiae Mot1-301 growth rescue; percent above DMSO median, 100 means doubled; growth rescue, % at 18.8 µM; 320,000 compounds, 1% hits; AID 2716, 2010;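 active = every valid replicate shows activation above 250% relative to neutral control wells; inactive = the rest, any valid replicate at or below 250%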;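 also: OY570 slx delta 5 strain wells were the positive control but not used for scaling; some compounds called inactive have numbers as strong as hits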
# DSG3 Ab inh – inhibitors of pemphigus antibody binding to DSG3, primary screen, biochemical, bead-based, flow cytometry, scFv-GFP; Desmoglein-3 (Homo sapiens), P32926; DSG3-coupled beads, scFv-anti-DSG3-GFP binding; hits give low values; binding (percent of control), % at 10 µM; 310,000 compounds, 0.48% hits;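 active = binding more than 3 SD below its plate's average and above zero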;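 also: hits lower antibody fragment binding to DSG3; some compounds called inactive have numbers as strong as hits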
# HTR5A inv ctr – HTR5A inverse agonists in luminescence cell assay, primary screen, counter-screen for OPRM1-OPRD1 heterodimer inverse agonist project, full-deck HTS; inhibition, % at 9.3 µM; 340,000 compounds, 0.083% hits; HTR5A cell line, inverse agonism; 5-hydroxytryptamine receptor 5A (Homo sapiens), P47898; in the data active = inhibition mostly above about 23%, no sharp cut-off; inactive = mostly below about 18%;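 also: 0% = cells with DMSO and 100% = no-cell wells with DMSO; some compounds called inactive have numbers as strong as hits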
# phage Ecoli inh – growth loss of phage-infected E. coli, primary screen, RecBCD inhibitor project, absorbance, with phage, HTS. inhibition, % at 11.9 µM. 360,000 compounds, 0.26% hits. AID 651602, 2012; in the data active = inhibition above about 11%
# AddAB inh – growth inhibition of E. coli expressing H. pylori AddAB, primary screen, AddAB inhibitor project, absorbance; inhibition, % at 11.9 µM; 330,000 compounds, 0.29% hits; in the data active = inhibition above about 12%;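 also: 0% = vehicle wells of infected cells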
# PKA-R1A activ – activators of PKA-R1A holoenzyme, primary screen, biochemical, fluorescence polarization, Cy5-IP20, bovine R1A, mouse PKAc | cAMP-dependent protein kinase type I-alpha regulatory subunit (Bos taurus) + … | PKA-R1A dissociation; scaled: DMSO 0%, 113 µM cGMP 100% | activation, % at 11.4 µM | 340,000 compounds, 0.083% hits;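 active = percent activation above the mean of all tested compounds plus 3 SD, cut at about 19% in these data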;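 also: higher means more PKAc released from R1A so a rise in polarization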
# Active calls of the source: *; · = not tested or not shown.
SMILES,Ecoli viability,MOR-DOR ag,PfHsp90 yeast 2,HTR5A ag,MOR-DOR inv ag,Mot1-301 SUMO,DSG3 Ab inh,HTR5A inv ctr,phage Ecoli inh,AddAB inh,PKA-R1A activ
O=C(NCCCN1CCOCC1)/C(=C/c1ccc(F)cc1)NC(=O)c1ccccc1,0.0,-0.5,7,2,2,2,105,-39,0.2,-1.0,-1
CCOC(=O)C1=C(C)C(c2cccc(Oc3ccccc3)c2)NC(=S)N1 (stereo unspecified),-1.0,1.1,14,-2,-7,6,83,5,4.2,-1.0,-11
CCN1CCN(c2ccc(S(=O)(=O)N3CCCC3)cn2)CC1,0.5,-1.6,·,-1,8,23,112,-1,1.6,0.2,7
CCN(CC(=O)NCc1cccs1)C(=O)c1cccc(S(=O)(=O)Nc2ccc(F)cc2)c1,·,-0.8,-7,1,3,·,106,-15,5.5,·,-1
Cn1cc(C(=O)N/N=C/C=C/c2ccccc2)ccc1=O,-3.3,0.3,-14,1,-2,-7,102,-4,-0.8,0.7,-5
CC1CCc2cc(F)ccc2N1S(=O)(=O)c1ccc(F)cc1 (stereo unspecified),-1.2,0.6,3,-2,-3,-8,94,9,2.3,-0.3,0
CCOc1cc(C(=O)NC)cc(Br)c1OC,0.9,-3.0,·,1,15,-9,117,-4,2.1,-0.4,-4
COCC(=O)N(C)c1nnc(-c2ccccn2)s1,-0.4,-2.2,-1,3,12,-9,88,-17,-1.1,-0.2,-6
COc1ccccc1-c1cc(C(=O)NCCN2CCOCC2)no1,0.4,-0.8,10,6,4,-13,98,-14,4.8,2.8,5
CCN1C(=O)N[C@@H](c2ccccc2)C(C(=O)OC)=C1C,1.1,-0.1,4,6,0,-24,103,-10,1.6,0.2,3
CCC(=O)NCCCCCCCCCNC(=O)CC,1.9,2.8,2,-2,-15,0,102,14,2.5,1.7,8
CN(C(=O)c1cccnc1)c1nnc(-c2ccccn2)s1,-2.0,1.1,0,-2,-7,-11,100,5,2.7,0.6,-1
CC(=O)c1c(COC(=O)c2ccc(F)cc2)nc2ccccc2[n+]1[O-],-0.9,·,·,·,·,4,108,·,0.9,-0.9,·
COC(=O)C1=C(C)N(C)C(=S)N(C)C1c1ccc(OC)cc1 (stereo unspecified),-2.3,-2.8,-23,-2,16,-18,98,5,5.0,3.0,-2
COC(=O)c1ccc(NC(=O)CSc2nc3ncccc3[nH]2)cc1,5.4,-1.5,-10,0,7,-14,110,-1,4.3,9.9,-9
O=C(Cn1nc(C(F)(F)F)c2c1CCC2)Nc1ccccc1C(F)(F)F,-1.3,0.7,18,4,-4,-2,95,-18,-0.6,2.4,-4
O=C(Nc1ccc(C(=O)O)cc1)/C(=C\c1ccco1)NC(=O)c1ccccc1Cl,2.8,-0.5,-19,-1,3,-6,105,3,0.5,4.8,-5
CCNC(=O)c1ccc(CSc2nc3ccccc3s2)cc1,-0.9,-0.6,3,3,3,87,·,-11,4.7,2.3,-4
Cc1ncc([N+](=O)[O-])n1CC(=O)Nc1ccc(F)cc1,-1.4,-1.9,7,-3,9,6,103,10,-0.2,-2.4,10
CCOC(=O)C1(Cc2cccc(F)c2)CCN(C(=O)c2cnc(C)cn2)CC1,0.1,-3.1,8,8,16,-23,102,-10,3.0,2.0,-3
COc1cc(OC)cc(C(=O)NNC(=O)CN2C(=O)NC3(CCCC3)C2=O)c1,-0.2,-2.8,-43,5,11,9,·,-12,1.4,2.9,1
O=C(COc1ccc(Cl)cc1)NCc1nnc(SCC(=O)N2CCCC2)o1,-1.1,-1.1,·,2,7,16,84,-35,3.5,0.8,-4
CCOc1ccc(NC(=S)N(C)C)cc1,0.4,-0.9,-3,-3,5,-4,81,8,3.4,-0.7,-7
CC(C)(C)C(=O)NCc1ccc(C(=O)CSc2nnc(-c3ccncc3)n2C2CC2)s1,·,1.5,·,1,-10,·,102,-12,3.0,·,9
CSc1sc(C(=O)N(C)C)cc1S(=O)(=O)C(C)C,-1.6,·,-7,·,·,-1,94,·,-0.6,1.3,·
SMILES,Ecoli viability,MOR-DOR ag,PfHsp90 yeast 2,HTR5A ag,MOR-DOR inv ag,Mot1-301 SUMO,DSG3 Ab inh,HTR5A inv ctr,phage Ecoli inh,AddAB inh,PKA-R1A activ
COc1ccc(NC2c3ccccc3C(=O)N2c2ccccn2)cc1Cl (stereo unspecified),0.3,-0.8,3,13,5,-4,106,-38,3.0,2.0,-2
CC(NCc1ccc(S(N)(=O)=O)cc1)C(=O)NCc1ccccc1 (stereo unspecified),-0.9,-2.7,54,0,13,-7,104,1,1.0,1.1,-7
CCN(CC)C(=O)CSc1nc2ccccc2c(=O)n1-c1ccccc1OC,-0.2,1.0,10,3,-4,-21,116,-3,-1.0,1.6,2
CCCc1nc2ccccc2n1Cc1ccccc1OC,0.6,-2.7,·,-1,13,·,116,2,2.2,-0.3,-7
CC1CCN(C(=O)CSc2nnc(CNC(=O)c3ccco3)o2)CC1,-1.6,-2.1,-4,3,11,3,77,-25,4.0,0.7,-8
Cc1cccc(NC(=O)C(=O)NCc2ccccn2)c1,-2.4,-4.0,-31,3,18,-7,122,-3,0.5,-0.9,-1
Cc1c(C=O)cnn1CCC(=O)O,0.8,-0.8,2,0,4,2,115,-1,0.2,-0.7,1
CCOc1ccc(CN2C(=O)c3ccccc3C2=O)cc1C(=O)Nc1nnc(SCC)s1,2.3,-2.9,-37,2,16,32,108,-17,3.5,-0.3,-2
COCCN(C(=O)c1ccco1)c1nnc(-c2ccc(OC)c(OC)c2)s1,3.4,-1.3,6,2,7,-7,109,-5,3.4,5.1,8
CCOC(=O)c1sc(N/N=C/c2ccccc2)nc1C,1.6,2.5,2,-5,-13,-14,103,17,1.2,3.6,0
CN(C)c1ccc(/C=C/C(=O)c2ccc(O)cc2)cc1,·,-1.2,2,-3,6,·,92,10,0.2,·,4
O=C(Nc1cc(S(=O)(=O)Nc2ccc(Cl)cc2)ccc1O)c1ccc(S(=O)(=O)N2CCCCCC2)cc1,0.0,-1.4,0,5,7,-1,104,-14,2.2,-2.3,-5
Cc1ccc(F)cc1NC(=O)CCc1c(C)[nH]c(=O)c(C#N)c1C,0.3,-2.0,19,8,13,-1,89,-24,1.2,2.9,5
CCc1c(O)nc(SC2CC(=O)N(c3ccccc3)C2=O)[nH]c1=O (stereo unspecified),1.0,-1.4,46,3,8,4,·,-10,4.5,1.4,0
OC(CCCC(O)c1ccccc1)c1ccccc1 (stereo unspecified),·,-1.6,-45,2,8,·,117,-8,1.6,·,8
Cn1c(=O)[nH]c(=O)c2c1nc(N1CCOCC1)n2CC(=O)c1ccccc1,-4.0,-1.4,·,2,7,·,112,-39,1.8,0.8,0
Cc1ccc(C)c(N(CC(=O)NC2CCCCC2)C(=O)CNC(=O)c2ccco2)c1,1.6,-2.6,10,1,16,-18,101,-12,2.5,3.0,-7
COc1ccc(CC(=O)Nc2c(C(=O)N3CCN(c4ccccc4OC)CC3)oc3ccccc23)cc1OC,-0.9,-1.6,-16,-2,8,2,104,22,3.5,3.2,-5
CCOC(=O)c1cc(CC)sc1/N=C/C1C(=O)CCCC1=O,0.2,0.1,-57,8,-1,-1,101,-22,4.5,1.9,8
CCc1ccccc1NC(=O)CCC(=O)Nc1nnc(C(C)C)s1,-0.2,-2.8,4,0,14,132,97,7,-2.5,2.2,-10
COCCNC(=O)c1cc(-c2ccccc2)nn1CC1CC(c2cccnc2)=NO1 (stereo unspecified),-1.9,-0.3,3,7,2,-7,100,-19,3.7,1.6,-5
CCOc1ccc2nc(N/C(N)=N/S(C)(=O)=O)nc(C)c2c1,0.3,-2.9,10,1,15,289,99,-3,0.9,-0.8,5
CCc1ccc(N2CC(C(=O)NCc3ccco3)CC2=O)cc1 (stereo unspecified),-2.4,0.6,12,-8,-3,-4,103,-20,3.1,-0.9,1
Cn1c(=O)c(=O)n(C)c2cc(S(=O)(=O)Nc3ccc(OC(F)(F)F)cc3)ccc21,0.7,-0.6,21,-2,3,11,101,2,3.3,2.1,-15
Cc1nn(Cc2ccccc2Cl)c(C)c1C(=O)NCCN1C(=O)S/C(=C\c2ccccc2)C1=O,-0.9,1.5,-24,-2,-11,4,88,5,2.4,3.3,-9
SMILES,Ecoli viability,MOR-DOR ag,PfHsp90 yeast 2,HTR5A ag,MOR-DOR inv ag,Mot1-301 SUMO,DSG3 Ab inh,HTR5A inv ctr,phage Ecoli inh,AddAB inh,PKA-R1A activ
CC(C)C(=O)N1CCN(c2ccccc2NC(=O)c2ccc(C#N)cc2F)CC1,-0.6,-1.8,1,-2,8,5,·,2,0.4,0.1,-3
CCOC(=O)C1=C(Nc2ccc(Cl)cc2)OCC1=O,-0.2,-1.4,6,3,7,11,109,-8,3.5,0.4,-2
COc1ccccc1NS(=O)(=O)c1ccc(C(=O)NCC2(N(C)C)CCCCC2)cc1,2.7,-0.4,-25,2,2,-10,114,-5,4.6,0.5,-13
Cc1ccc(S(=O)(=O)N/N=C/c2cccc3nccnc23)cc1,0.8,-0.9,3,1,5,-12,88,-23,-0.1,5.0,12
Cn1c(=O)[nH]c(=O)c2c1nc(NCc1ccccc1)n2Cc1ccc(F)cc1,·,-4.3,20,1,20,5,109,-3,1.8,·,-1
CC(C)(C)c1ccc(C(=O)Nc2ccc(F)cc2)s1,2.7,0.5,9,3,-3,2,107,-27,5.0,2.7,-1
CC1CCCC(NC(=O)COC(=O)Cc2ccc(Br)cc2)C1C (stereo unspecified),1.0,·,-52,·,·,-16,·,·,3.5,-0.2,·
CCN1CCCC1CNC(=O)Cn1nc(C)n2nc(-c3ccccc3)cc2c1=O (stereo unspecified),0.0,-3.8,12,6,20,3,·,-8,1.3,3.9,3
Cc1ccc2nc(NC(=O)CSc3nc4ccccc4o3)sc2c1,2.7,7.1,·,-4,-42,59,105,10,2.1,-0.4,6
Cc1cc(Cl)ccc1OCC(=O)NCCCn1ccnc1,0.0,-0.9,8,2,5,55,101,5,3.5,4.8,-4
COc1ccc(/C=N/NC(=O)CNC(=O)C2COc3ccccc3O2)cc1OC (stereo unspecified),-1.1,-2.5,8,6,12,11,109,6,2.1,2.1,-10
O=c1cc(-c2ccccc2)nc2cc(-c3ccc(F)cc3)[nH]n12,-6.7,0.4,-13,3,-2,61,104,-29,-1.6,-1.6,-7

# Screening data deposited in PubChem BioAssay by several laboratories.
